# Source: PubChem
# TAAR1 agonist – human TAAR1 agonists, primary screen, Fluo-8 calcium fluorescence, CHO RD-HGA16 cells. 360,000 tested, 0.99% active. activation, % at 3 µM. vehicle wells 0%, saturating PEA agonist 100%;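 active = activation above the mean activation of all test compounds in the run plus 3 SD, cut at about 38% in these data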
#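 Test system: RD-HGA16 (CHO) cells co-expressing Gα16 and hTAAR1; dosing: one-point dosing at 3 µM (nominal); timing: 17-24 h seeding, 75 min 37 °C dye, 30 min RT; signal: kinetic Fluo-8 calcium fluorescence; read-out basis: % activation relative to PEA EC100 response; controls: DMSO and PEA EC100; replicates: n 1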
# M1 ag parental – counter-screen for M1 agonists: effect in parental CHO-K1 cells; Fluo-8 calcium fluorescence; scaled to maximal ATP response, vehicle zero; activation, % at 3 µM; 360,000 tested, 0.48% active; AID 602248, 2012; in the data active = activation above about 15%;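 note: untransfected CHO-K1 host cells lacking M1 receptor as counterscreen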
# V1aR counter – agonists of human V1a receptor, primary screen, counter-screen for OXTR agonist project, fluorescence, CHO-V1R cells | Fluo-8 calcium fluorescence, agonist mode; 0% DMSO, 100% 3 nM vasopressin | activation, % at 3 µM | 320,000 tested, 0.25% active;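 active = activation above the mean activation of all tested compounds plus 3 SD, per screening run, cut at about 20% in these data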;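 note: signal is peak over basal fluorescence ratio across a 100 second FLIPR read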
# Target sequence (P37288 whole entry, looked up): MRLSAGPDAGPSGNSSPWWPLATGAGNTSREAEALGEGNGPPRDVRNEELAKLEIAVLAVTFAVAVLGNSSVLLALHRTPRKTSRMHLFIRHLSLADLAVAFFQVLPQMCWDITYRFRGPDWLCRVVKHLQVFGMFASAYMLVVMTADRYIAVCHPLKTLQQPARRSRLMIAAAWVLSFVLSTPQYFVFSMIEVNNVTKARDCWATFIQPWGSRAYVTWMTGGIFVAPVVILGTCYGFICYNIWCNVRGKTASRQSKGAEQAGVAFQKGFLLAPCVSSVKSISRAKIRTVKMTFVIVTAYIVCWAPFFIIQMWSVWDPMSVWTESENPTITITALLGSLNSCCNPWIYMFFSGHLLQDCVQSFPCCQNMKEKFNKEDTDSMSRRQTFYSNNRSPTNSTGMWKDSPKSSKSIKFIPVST
# TAAR1 antagonist – human TAAR1 antagonists, primary screen, Fluo-8 calcium fluorescence, CHO RD-HGA16 cells; AID 624466, 2012; 360,000 tested, 1.5% active; inhibition, % at 3 µM; antagonist;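 active = inhibition above a per-plate cutoff, the mean inhibition of test compounds on that plate plus 3 SD, cut at about 49% in these data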;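 note: 0% = DMSO plus EC80 beta-PEA response and 100% = DMSO alone without agonist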
#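 System: CHO RD-HGA16 cells bearing hTAAR1. Reagent: EC80 β-phenethylamine stimulus. Schedule: seeding 17-24 h prior, 75-min 37 °C, 30-min RT dye loading. Signal: Fluo-8 intracellular calcium dye fluorescence, real-time kinetic reads. Read-out: % inhibition from peak post-agonist over basal fluorescence ratio. Benchmarks: vehicle wells and EC80 agonist wells. Replicates: n of 1.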
# CHO parental Ca – ATP-evoked calcium signal inhibitors, parental CHO, primary screen, counter-screen for OX1R antagonist project, cell-based, fluorescence, Fluo-8 calcium dye; parental CHO-K1, ATP-induced calcium, Fluo-8 fluorescence; inhibition, % at 5.6 µM; 330,000 tested, 0.63% active; AID 463079, 2010;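 active = inhibition above that plate's mean sample inhibition plus 3 SD, cut at about 26% in these data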;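 note: 0% = ATP-challenged DMSO wells and 100% = DMSO wells without ATP; some compounds past the cut are filed as inactive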
#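 Test system: untransfected parental CHO cell line. Compound: one dose, 5.6 µM nominal. Detection: intracellular calcium via Fluo-8 no-wash fluorescent dye. Measure: % inhibition. Benchmarks: ATP-challenged DMSO wells low, unchallenged DMSO wells high.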
# CHO-K1 Ca antag – counter-screen for M1 antagonists: effect in parental CHO-K1 cells | inhibition, % at 3 µM | ATP-induced calcium, Fluo-8 fluorescence | 360,000 tested, 0.6% active | AID 602250;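 active = inhibition above a per-plate cutoff, the plate's mean sample inhibition plus 3 SD, cut at about 24% in these data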;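 note: 0% = DMSO plus EC80 ATP and 100% = DMSO alone without ATP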
# CHRM1 agonist – human M1 muscarinic receptor agonists, primary screen, Fluo-8 calcium fluorescence, CHO-K1 cells, HTS; 360,000 tested, 0.33% active; CHO-K1 hM1, agonist mode; 0% DMSO, 100% acetylcholine EC100; Muscarinic acetylcholine receptor M1 (Homo sapiens), P11229; AID 588814, 2011; activation, % at 3 µM;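 active = activation above the run's mean compound activation plus 3 SD, cut at about 16% in these data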;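 note: peak over basal fluorescence ratio within a 140 s kinetic read after compound addition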
# Target sequence (P11229 whole entry, looked up): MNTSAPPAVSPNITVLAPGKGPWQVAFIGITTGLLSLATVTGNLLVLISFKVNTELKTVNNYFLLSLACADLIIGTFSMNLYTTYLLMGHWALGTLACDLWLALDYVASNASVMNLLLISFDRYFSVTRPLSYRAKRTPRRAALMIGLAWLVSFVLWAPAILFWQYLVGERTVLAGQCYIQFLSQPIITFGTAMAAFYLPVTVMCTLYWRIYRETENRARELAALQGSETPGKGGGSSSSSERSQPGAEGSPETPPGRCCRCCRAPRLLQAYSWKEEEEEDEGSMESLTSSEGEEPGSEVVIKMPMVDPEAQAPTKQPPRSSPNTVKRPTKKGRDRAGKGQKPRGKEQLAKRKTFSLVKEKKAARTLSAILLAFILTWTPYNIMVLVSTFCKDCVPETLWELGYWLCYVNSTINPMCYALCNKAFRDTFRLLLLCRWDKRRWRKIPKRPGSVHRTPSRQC
# OXTR potentiator – human OXTR potentiators, primary screen, fluorescence, CHO-OTR cells, Fluo-8 calcium | Oxytocin receptor (Homo sapiens), P30559 | Fluo-8 calcium fluorescence, potentiator mode; 0% = oxytocin EC15, 100% = EC100 | activation, % at 3 µM | 320,000 tested, 0.061% active;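 active = activation above that plate's cutoff, the mean activation of tested compounds plus 3 SD, cut at about 6.6% in these data, passing the limit was not always enough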;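 note: 100% uses oxytocin at 75 nM as the full agonist control; some results filed as inactive read as strong as hits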
#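 Assay system: CHO cell line stably expressing human OTR | Also added: Oxytocin at about EC15, sub-maximal agonist stimulus | Times: Compound 6 min at room temperature before oxytocin, 100 s read | Measured by: Fluo-8 intracellular calcium fluorescence, ex 470-495, em 515-575 nm | Controls: EC15 oxytocin alone as 0%, 75 nM oxytocin as 100%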
# M1 PAM parental – nonselective calcium activators in parental CHO-K1 cells, primary screen, counter-screen for M1 PAM project, cell-based, Fluo-8 calcium fluorescence, full deck, 1536-well. AID 602247, 2012. activation, % at 3 µM. ATP EC20; 0% at ATP EC20, 100% at ATP max. 360,000 tested, 0.02% active;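 active = activation above the run cutoff, the mean activation of all test compounds plus 3 SD, cut at about 40% in these data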;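 note: peak over basal fluorescence ratio in a 140 s read after ATP addition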
# An asterisk follows results filed as active; . = not tested or not shown.
SMILES,TAAR1 agonist,M1 ag parental,V1aR counter,TAAR1 antagonist,CHO parental Ca,CHO-K1 Ca antag,CHRM1 agonist,OXTR potentiator,M1 PAM parental
CC(=O)C1=C(O)C(=O)N(C)C1c1ccccc1[N+](=O)[O-] (centres undefined),5,1.7,0.0,0,0,-5,-1,1,10
CCN(c1ccccc1C(=O)O)S(=O)(=O)c1ccc2[nH]c(=O)[nH]c2c1,-1,5.7,.,10,.,5,-4,.,1
CCOc1cc2[nH]c(=O)n(Cc3cccc(OC)c3)c(=O)c2cc1OCC,9,0.7,-0.1,6,-26,-8,-4,-21,22
Cc1c(C(=O)NCc2ccc3c(c2)OCO3)sc2nc(-c3ccccc3)cn12,1,-0.1,4.2,19,-4,7,-2,-5,-1
Cc1onc(-c2c(Cl)cccc2Cl)c1C(=O)NNC(=O)c1c(-c2c(Cl)cccc2Cl)noc1C,1,1.2,0.8,-19,-19,3,-5,-9,-3
Cc1nc(SCCC(=O)O)c2cc(-c3ccccc3)sc2n1,7,0.8,2.9,-3,-9,-13,-4,-23,1
CCCCC(=O)Nc1ccc(C2C(=O)c3ccccc3C2=O)cc1,1,0.9,1.3,-19,0,-6,-3,-6,9
COc1cc(/C=C(/C#N)C(=O)NCCCc2ccccc2)ccc1OCC(=O)O,0,0.2,0.5,-9,-1,-1,-2,-6,-14
Cc1nn(Cc2ccccc2)c(C)c1NC(=O)CSc1nc(C2CC2)nc2c1cnn2-c1ccccc1,12,2.7,0.1,-24,-13,5,0,-8,17
COc1ccc(S(=O)(=O)CC2(O)CCN(C(=O)C(C)(C)C)CC2)cc1,1,0.8,0.2,3,2,-8,-3,1,-4
O=C(c1cc(-c2cccc(O)c2)on1)N1CCCCC1,2,0.1,0.6,1,3,-2,4,-4,-3
Cc1ccc(C)c(Sc2ccc(NC(=O)CCN3C(=O)NC4(CCCC4)C3=O)cc2)c1,8,6.8,8.8,35,63*,-2,-3,-10,5
CSCCC(NC(=O)c1ccccc1)C(=O)OCC(=O)N(C)CCC#N (centres undefined),1,-0.3,0.3,-10,-3,-6,-1,-2,8
COc1cc(C)c(Cl)cc1S(=O)(=O)N(C)C,4,0.2,0.7,-12,-6,0,-4,-5,3
Cc1ccc(C(=O)CC2(O)C(=O)N(Cc3ccccc3)c3ccccc32)o1 (centres undefined),2,0.4,0.1,-12,-28,0,-5,-18,9
O=C(Cc1c[nH]c2ccccc12)Nc1nc2ccccc2[nH]1,7,0.3,0.8,2,0,-10,-3,-12,13
COc1ccc(Cn2ccnc2SCC(=O)Nc2ccccc2F)cc1,-1,3.7,3.1,-8,1,-8,-2,-7,9
COc1ccc(Cl)cc1NC(=O)CSc1nnc(C)c(=O)n1N,5,1.6,0.7,-15,0,-14,-1,-6,13
OC1CN=C2C=CC=CN2C1 (centres undefined),1,0.8,0.6,-4,0,-9,-2,-13,15
CCOC(=O)N1CCN(C(=O)c2ccc(N3CCCC3=O)cc2)CC1,4,1.1,-0.3,-4,-1,-5,-7,-3,6
Clc1ccc(CONc2ncnc3nonc23)c(Cl)c1,17,8.6,5.0,23,11,-14,0,-25,13
CCC1=C2CC[C@H]3C(=O)N(c4ccccc4)C(=O)[C@H]3[C@H]2[C@@]2(C)C(=NCC3CC3)OC(=O)N2C1=O,11,0.3,0.7,6,-11,-23,0,-2,17
NC(=O)c1cc2c3ccccc3ccn2c1-c1ccccc1,1,2.8,1.2,-18,-8,-14,-6,-9,10
Cc1ccc(N2C(=O)NC(NS(=O)(=O)c3ccccc3)(C(F)(F)F)C2=O)cc1 (centres undefined),2,1.1,0.4,2,2,-12,-2,-6,9
Cc1cc(NC(=O)CSc2nc3cc4c(cc3c(=O)n2CCc2ccccc2)OCO4)no1,9,0.5,0.6,-10,-6,-4,-3,-3,22
# Next entries.
SMILES,TAAR1 agonist,M1 ag parental,V1aR counter,TAAR1 antagonist,CHO parental Ca,CHO-K1 Ca antag,CHRM1 agonist,OXTR potentiator,M1 PAM parental
CC(C)(C)NC(=O)CN(CC1CCCO1)C(=O)CNS(=O)(=O)c1ccc(F)cc1 (centres undefined),2,1.1,-1.0,0,1,-11,-2,-8,1
CC(C)=Cc1oc2ccc([N+](=O)[O-])cc2c1N1CC(C)OC(C)C1 (centres undefined),0,0.9,0.4,5,4,-13,-4,1,19
CCOC(=O)CN1C(=O)C(C)(C)Oc2ccc(C(=O)Nc3ccccc3)cc21,9,2.9,-0.8,28,-9,-2,-1,-3,15
O=C(COC(=O)c1cnccn1)c1ccc(-c2ccccc2)cc1,3,5.9,4.0,1,12,8,-1,-5,7
Cc1oc(-c2ccccc2Cl)nc1CN1CCCCC1c1cccnc1 (centres undefined),10,0.7,-1.2,-20,-29,-20,-5,-8,29
C/C=C/c1ccc(OCC(=O)OCC(=O)NC2CC2)c(OC)c1,1,-0.1,.,-14,.,-1,-2,.,14
COc1ccc(CN(Cc2ccc(C(=O)O)cc2)C(=S)Nc2ccccc2C)cc1OC,6,1.5,-0.7,6,-5,-11,-6,-7,15
C=CCn1c(-c2cc3c(s2)CCC(CC)C3)n[nH]c1=S (centres undefined),13,1.3,-0.8,-12,-14,-16,-4,-13,-1
Nc1nc(Nc2ccccc2)nc(NCc2ccco2)c1[N+](=O)[O-],20,0.4,1.0,21,-22,-10,-9,1,19
CCCCn1c(SCC(=O)N2c3ccccc3CCc3ccccc32)nc2c1c(=O)n(C)c(=O)n2C,0,-0.3,0.3,-15,-18,1,-2,0,-6
CC(=O)Nc1ccc(S(=O)(=O)NCC2CCC(C(=O)NC(C)c3ccccc3)CC2)cc1 (centres undefined),1,1.6,-0.3,6,3,-11,-1,-9,18
CC(=O)c1cccc(NC(=O)c2sc3nc4n(c(=O)c3c2C)CCCCC4)c1,4,1.3,5.1,-12,-8,-4,-2,1,17
CCOC(=O)N1CCN(C(=O)c2ccc3nc4ccsc4c(=O)n3c2)CC1,1,0.1,-0.4,-18,-7,1,-12,-6,9
O=C(c1cccc([N+](=O)[O-])c1)c1ccccn1,2,0.4,-0.3,-22,-5,-4,-3,2,13
O=S(=O)(O)c1ccc(O)c2cc(Nc3ccccc3)ccc12,1,0.3,.,-20,.,-20,-2,.,24
CCOc1ccc(NC(=O)CSc2nnc(C34CC5CC(CC(C5)C3)C4)n2C)cc1,4,0.1,-1.0,6,-10,-3,-3,-8,8
COCCCNC(=O)CC1C[C@H](C(=O)N(C(C)C)C(C)C)[C@@]2(C)c3[nH]c4ccc(OC)cc4c3CCN2C1=O (some centres undefined),0,-0.4,.,-12,-14,6,-5,.,-6
N=c1n(Cc2ccccc2)c2ccccc2n1CC(O)c1ccco1 (centres undefined),17,5.2,0.1,1,-14,7,1,-13,12
O=C(Cn1c(=O)oc2ccccc21)Nc1ccccc1Cl,4,2.0,1.0,8,-15,-5,-3,-6,0
O=C(OCc1ccccc1Cl)c1ccc(-n2cnnc2)cc1,22,0.5,4.5,6,-3,9,-5,-5,-8
COCCN1Cc2cccc(C(=O)Nc3ccc(S(=O)(=O)N4CCCCC4)cc3)c2C1=O,13,0.9,-0.5,-11,12,-10,-4,-9,17
Cc1ccc(COc2ccc(CNCCCN3CCCCCC3=O)cc2)cc1,6,5.3,3.4,-14,-18,-14,-10,-13,11
Cc1ccc(O)c(NC(=O)/C=C/C(=O)O)c1,1,-0.6,0.8,0,14,11,-7,-11,-12
O=C(CN1C(=O)CS/C1=C\c1nc(-c2ccc(Cl)cc2)cs1)Nc1cccnc1Cl,8,-0.4,-0.4,4,-8,3,-2,7,-9
COc1cc(NC(=O)c2ccco2)c(OC)cc1NC(=O)Nc1ccc(Cl)cc1,1,0.7,-0.5,30,-28,-2,-6,-7,-1

# Sorted by SMILES length (highest first): 10 of the compounds above
SMILES,TAAR1 agonist,M1 ag parental,V1aR counter,TAAR1 antagonist,CHO parental Ca,CHO-K1 Ca antag,CHRM1 agonist,OXTR potentiator,M1 PAM parental
CC(=O)Nc1ccc(S(=O)(=O)NCC2CCC(C(=O)NC(C)c3ccccc3)CC2)cc1 (centres undefined),1,1.6,-0.3,6,3,-11,-1,-9,18
O=C(CN1C(=O)CS/C1=C\c1nc(-c2ccc(Cl)cc2)cs1)Nc1cccnc1Cl,8,-0.4,-0.4,4,-8,3,-2,7,-9
CCOc1ccc(NC(=O)CSc2nnc(C34CC5CC(CC(C5)C3)C4)n2C)cc1,4,0.1,-1.0,6,-10,-3,-3,-8,8
CC(=O)c1cccc(NC(=O)c2sc3nc4n(c(=O)c3c2C)CCCCC4)c1,4,1.3,5.1,-12,-8,-4,-2,1,17
Nc1nc(Nc2ccccc2)nc(NCc2ccco2)c1[N+](=O)[O-],20,0.4,1.0,21,-22,-10,-9,1,19
C/C=C/c1ccc(OCC(=O)OCC(=O)NC2CC2)c(OC)c1,1,-0.1,.,-14,.,-1,-2,.,14
Cc1ccc(COc2ccc(CNCCCN3CCCCCC3=O)cc2)cc1,6,5.3,3.4,-14,-18,-14,-10,-13,11
Cc1oc(-c2ccccc2Cl)nc1CN1CCCCC1c1cccnc1 (centres undefined),10,0.7,-1.2,-20,-29,-20,-5,-8,29
O=C(c1cccc([N+](=O)[O-])c1)c1ccccn1,2,0.4,-0.3,-22,-5,-4,-3,2,13
O=C(Cn1c(=O)oc2ccccc21)Nc1ccccc1Cl,4,2.0,1.0,8,-15,-5,-3,-6,0
